Rab7 wt GTP bind – alters GTP binding to wildtype dog Rab7; GST-Rab7 beads, fluorescent GTP binding, flow cytometry; actives lie on both sides; untreated = 100%, excess cold GTP = 0%; GTP binding activity (percent of control), % at 10 µM; hit rate 0.055% among 190,000; AID 758;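 active = fluorescent GTP binding to Rab7 beads changed by at least 20 points from the 100% baseline, either direction, mostly lower; inconclusive = compound itself probably fluorescent, or too few beads counted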;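 also: median green fluorescence of bound Bodipy-FL-GTP per Rab7 bead population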
Mcl1 Noxa PPI – disrupts binding of human Mcl-1 to Noxa peptide. Q07820. inhibition, % at 21.7 µM. hit rate 1.5% among 220,000. AID 1022. TR-FRET Mcl-1/Noxa peptide binding, 2 h;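 active = compounds that cut the protein-peptide binding signal by more than 50% relative to plate controls in a single-dose test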;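 also: His-tagged Mcl-1 with rhodamine Noxa BH3 peptide and terbium anti-His antibody; 0% = Mcl-1 plus Noxa peptide wells and 100% = peptide-only wells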
Target sequence (Q07820 whole entry, looked up): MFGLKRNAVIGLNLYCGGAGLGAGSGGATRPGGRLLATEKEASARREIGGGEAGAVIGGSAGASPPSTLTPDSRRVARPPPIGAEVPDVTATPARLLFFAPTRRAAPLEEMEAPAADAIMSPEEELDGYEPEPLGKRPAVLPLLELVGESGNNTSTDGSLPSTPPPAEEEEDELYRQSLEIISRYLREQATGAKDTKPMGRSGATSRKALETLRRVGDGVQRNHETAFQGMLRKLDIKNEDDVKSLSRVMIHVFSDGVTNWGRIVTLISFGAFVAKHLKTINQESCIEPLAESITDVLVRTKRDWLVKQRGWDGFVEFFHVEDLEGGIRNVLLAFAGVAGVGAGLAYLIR
Avidin fluor – avidin bead compound fluorescence profile. Avidin beads, compound fluorescence 488/530 nm, flow cytometry; stronger effect = higher value. fluorescence (KMESF) at 10 µM. hit rate 0.38% among 220,000. AID 1775; in the data active = fluorescence above about 47; also: inactives centre near 10
ABCG2 block – blocks JC-1 efflux by human ABCG2 transporter | Q9UNQ0 | IgMXP3 cells, flow cytometry | inhibition, % at 6.6 µM | hit rate 0.1% among 190,000 | AID 1325;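 active = inhibition above 80%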;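 also: 0% = DMSO and 100% = nicardipine control wells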
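Test system: IgMXP3 (ABCG2) plus far-red-tagged CCRF-Adr (ABCB1) cells. Reagent: JC-1 dye as substrate. Timing: 10 min exposure at 25 °C with rotation, no wash. Measured by: flow cytometric JC-1 green MFI at 530 nm. Read-out: percent efflux inhibition, scaled nicardipine 100% to DMSO 0%. Control set: nicardipine and DMSO wells.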
Rac1 mut GTP – modulators of GTP binding to human Rac1 activated mutant; P63000; GST-Rac1 activated beads, fluorescent GTP binding, flow cytometry; actives lie on both sides; 100% means binding = to untreated wells; percent activity (GTP binding), % at 10 µM; hit rate 0.11% among 190,000; AID 764;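 active = GTP binding at least 20 percentage points away from the 100% baseline, in either direction, so actives lie on both sides; inconclusive = Compound likely fluorescent itself, or too few beads counted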
ABCB1 block – human ABCB1 inhibition, ABCG2 as counter-screen | P08183 | CCRF-Adr cells, JC-1 efflux, flow cytometry | inhibition, % at 6.6 µM | hit rate 0.067% among 190,000; in the data active = inhibition above about 40%;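 also: 0% = vehicle and 100% = reference inhibitor; higher value means more JC-1 retained so stronger ABCB1 efflux block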
Rac1 wt GTP bind – modulators of human Rac1 wildtype GTP binding. GTP binding activity (% of control), % at 10 µM. AID 757. hit rate 0.27% among 190,000. P63000. GST-Rac1 beads, fluorescent GTP binding, flow cytometry; actives lie on both sides; 0 = cold GTP competed, 100 = untreated;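 active = GTP binding activity at least 20 points away from the 100% control level, either lower or higher; inconclusive = compound flagged as likely green fluorescent, judged across all proteins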
HRas wt GTP – modulators of GTP binding to human HRas wildtype; P01112; GST-Ras wt beads, Bodipy-FL-GTP binding, flow cytometry; actives lie on both sides; GTP binding activity, % at 10 µM; hit rate 0.14% among 190,000;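 active = GTP binding activity at least 20% away from the 100% baseline, either lowered as inhibitor or raised as activator; inconclusive = flagged as likely green fluorescent, judged across all proteins in the well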;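 also: 0% = unlabeled GTP competition control and 100% = no-compound control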
Target sequence (P01112 whole entry, looked up): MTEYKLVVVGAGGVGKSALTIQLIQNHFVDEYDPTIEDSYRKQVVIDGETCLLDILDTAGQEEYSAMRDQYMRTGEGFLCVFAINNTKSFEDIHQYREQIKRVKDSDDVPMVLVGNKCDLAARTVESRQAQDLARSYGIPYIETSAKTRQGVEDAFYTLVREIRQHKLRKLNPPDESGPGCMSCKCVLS
Rab2A wt mod – changes GTP binding to wildtype dog Rab2A, up or down; GST-Rab2 wt beads, Bodipy-GTP binding, flow cytometry; AID 760; hit rate 0.19% among 190,000; P61105; GTP binding activity, % at 10 µM;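 active = GTP binding activity at least 20 points away from 100%, either lowered or raised; inconclusive = signal likely due to the compound's own green fluorescence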;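 also: 0% = beads with excess unlabeled GTP and 100% = no-compound control corrected for plate trend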
Pf gamet viab – inhibitors of late stage P. falciparum gametocyte viability; hit rate 0.065% among 150,000; AID 743093; P. falciparum stage V gametocytes, ATP luminescence, 24 h; inhibition, % at 10.9 µM;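 active = inhibition above the mean plus 3 SD of compounds within the control limits, set per campaign, cut at about 38% in these data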;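 also: 0% = DMSO wells and 100% = medium only without gametocytes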
Cdc42 wt GTP – changes GTP binding to wildtype human Cdc42; percent activity (GTP binding), % at 10 µM; hit rate 0.2% among 190,000; GST-Cdc42 beads, Bodipy-GTP binding, flow cytometry; actives lie on both sides;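 active = percent activity GTP binding at least 20 points away from the 100% baseline, either down as inhibitor or up as activator; inconclusive = compound flagged as likely green fluorescent from well-wide comparison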;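 also: median bead fluorescence of bound Bodipy-FL-GTP at 100 nM; 0% = excess unlabeled GTP control and 100% = no compound control; below 100% means less GTP binding so inhibitor and above means activator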
Target sequence (P60953 whole entry, looked up): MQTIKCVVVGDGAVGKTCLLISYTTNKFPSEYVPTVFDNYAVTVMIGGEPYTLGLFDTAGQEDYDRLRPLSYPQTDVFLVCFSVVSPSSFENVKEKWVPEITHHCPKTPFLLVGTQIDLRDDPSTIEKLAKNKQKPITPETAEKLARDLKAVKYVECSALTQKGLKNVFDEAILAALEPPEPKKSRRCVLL
* hit, by the source's call; ? = inconclusive; . = not tested or not shown.

SMILES	Rab7 wt GTP bind	Mcl1 Noxa PPI	Avidin fluor	ABCG2 block	Rac1 mut GTP	ABCB1 block	Rac1 wt GTP bind	HRas wt GTP	Rab2A wt mod	Pf gamet viab	Cdc42 wt GTP
Cc1cc2c(cc1C)[n+](C)cn2CC(O)COCc1ccccc1 (stereo unspecified)	96	-3	16	2	96	0.7	97	97	95	-6	98
COc1cccc(N(C(=O)Cn2nnc(-c3ccc(C)cc3)n2)C(C(=O)NC(C)(C)C)c2c[nH]c3ccccc23)c1 (stereo unspecified)	100	14	9	4	95	1.4	105	102	98	0	101
CCOC(=O)C(C)N1N=C(/C=C/c2ccc(OC)cc2)CCC1=O (stereo unspecified)	107	1	35	1	103	0.2	110	105	106	12	106
CC(C)CN(C(=O)COC(=O)c1ccc2ccccc2n1)C1CCS(=O)(=O)C1 (stereo unspecified)	99	-12	16	1	95	0.2	93	93	94	.	93
c1ccc(-c2n[nH]c3c2CCC3)cc1	99	11	7	16	97	1.0	106	99	98	.	105
CCN(CC)S(=O)(=O)c1ccc2oc(C(=O)N3CCOCC3)c(C)c2c1	99	6	23	2	100	0.5	103	103	103	5	103
COc1ccc(S(=O)(=O)N2CCC(C(=O)NCc3ccco3)CC2)cc1	101	13	5	1	98	0.4	105	101	102	0	99
O=C(CCCn1c(=S)[nH]c2ccccc2c1=O)N1CCN(c2cccc(Cl)c2)CC1	100	16	31	31	99	9.7	104	101	102	4	102
N#C/C(=C\c1ccc(-c2ccc(C(=O)O)cc2)o1)c1nc2ccccc2[nH]1	87	-21	10	-1	80	13	71*	80	77*	-17	78*
Clc1ccc2[nH]c3c(c2c1)CCc1cn[nH]c1-3	98	23	36	1	93	0.3	96	98	97	.	97
Cn1cc(C(=O)Nc2ccc(Cl)cc2)c(C(F)(F)F)n1	105	-2	10	3	92	-0.4	93	94	97	-1	94
Cc1nnc(NC(=O)CSc2nc3[nH]ncc3c(=O)[nH]2)s1	102	18	22	0	93	-0.1	96	97	95	-5	93
CCOC(=O)C1=C(C)N=c2s/c(=C\c3ccncc3)c(=O)n2C1c1ccc2c(c1)OCO2 (stereo unspecified)	96	16	21	34	98	7.9	100	97	98	-5	101
CCOc1ccccc1C(=O)NC(C(=O)Nc1cccnc1)C(C)C (stereo unspecified)	106	2	11	7	96	5.5	99	102	101	1	98
Nc1nonc1C(=O)NCCN=Cc1ccccc1O	99	-8	35	0	101	-0.1	105	104	103	.	106
COc1ccc(OCCOCCN2CCOCC2)cc1	89	17	9	2	96	0.2	97	91	94	.	95
c1cncc(-c2nnc3n2C2(CCCCC2)Cc2ccccc2-3)c1	102	-1	33	1	100	0.1	103	102	104	.	102
O=C(CCc1nc2ccccc2s1)Nc1cccnc1	104	24	23	0	97	-0.1	93	100	101	7	99
O=c1c(Cc2ccccc2)c(O)ccn1Cc1ccco1	96	2	6	1	92	-0.2	98	99	95	4	94
CCN1C(=O)CC(N2CCC(C(=O)OC)CC2)C1=O (stereo unspecified)	105	14	14	0	100	-0.1	106	103	103	-12	105
C/C(=N\NC(=O)Cc1ccc(F)cc1)c1ccc(O)cc1	106	-6	24	3	99	0.2	104	102	104	-1	97
COc1cccc(/C=C/C(=O)OCC(=O)NCCc2ccccc2)c1	99	3	10	8	88	0.3	88	90	87	15	92
CCN(CC)S(=O)(=O)c1cc(NC(=O)COC(=O)CCc2nc3ccccc3s2)ccc1C	101	9	8	3	98	0.4	101	101	97	8	102
C#CCNC(=O)C1=C[C@@H](c2ccccc2)[C@H](CCCO)[C@@H](OCC)O1	92	-20	6	5	93	0.8	94	94	94	.	96
CC1(C)NC(=O)N(CCOCCOc2cccc(Oc3ccccc3)c2)C1=O	95	2	7	8	96	0.7	98	96	97	8	96
O=C(CN1CCOc2ccccc21)NCc1ccc(Cl)cc1	100	1	6	-2	98	0.0	107	100	101	.	101
Cc1cc(C)cc(C(=O)NCC(=O)OCC(=O)N(C)c2ccccc2)c1	90	5	13	4	96	0.2	99	95	94	2	92
c1csc(-c2cnc3ccccc3n2)c1	103	-5	38	29	102	-0.7	105	102	101	-35	104
Cc1cccc(N2CCN(C(=S)c3ccc([N+](=O)[O-])cc3)CC2)c1	101	6	1	1	105	-0.2	105	104	102	5	102
O=c1[nH]c2ccccc2cc1CN(c1ccccc1)S(=O)(=O)c1ccccc1	99	-93	13	2	100	1.7	107	100	95	-13	102
CC(=NCc1ccco1)C1=C(O)c2ccccc2C1=O	102	27	7	47	96	1.1	96	97	100	.	99
Clc1ccc(OCCSc2nnnn2C2CCCCC2)cc1	104	1	10	4	98	0.4	103	100	101	.	102
CC(=O)C1=C(O)C(=O)N(CC#N)C1c1cccs1 (stereo unspecified)	103	-9	14	33	99	0.5	103	100	100	.	105
Cn1c(SCC(=O)c2ccccc2)nnc1-c1cccnc1	95	-9	8	4	92	0.5	93	93	92	4	93
CCOc1ccc(CNC(=O)CCS(=O)(=O)Cc2ccc(C)cc2)cc1OC	104	-2	9	1	97	0.3	102	100	102	6	100
CNc1cccccc1=S	102	58*	10	-1	97	-0.1	103	100	99	-29	101
Cc1cc(C)c(C(=O)CSc2nnc(-c3cccnc3)n2C)c(C)c1	106	-28	6	0	105	-0.1	106	105	105	.	104
CC(=O)c1ccc(NC(=O)CCn2c(=O)oc3ccccc32)cc1	106	2	34	28	98	0.5	104	101	101	.	103
CCCc1cc(=O)[nH]c(SCC(=O)NCCCC(=O)OCC)n1	98	5	10	8	100	0.1	107	102	101	.	105
COc1cc(CCN2C(=O)N[C@@H](c3cccc(C(F)(F)F)c3)C(C(C)=O)=C2C)cc(OC)c1OC	98	1	6	28	96	6.7	103	100	99	.	102
CC(Cc1ccsc1)NC(=O)CCc1nnc(COc2ccccc2)o1 (stereo unspecified)	97	7	13	2	96	0.4	98	95	96	-2	97
CCN1/C(=C/c2ccc3cc(C)ccc3[n+]2C)Sc2ccc3sccc3c21	?	60*	10	3	?	0.8	?	?	?	-14	?
O=C(CN1CCN(C2CCCCC2)CC1)Nc1ccccc1-c1ccccc1	95	8	16	3	102	1.0	101	102	106	.	104
COc1ccc(-c2cc(C(=O)OCC(=O)c3c(N)n(C)c(=O)n(C)c3=O)c3ccccc3n2)cc1	92	-2	20	-1	92	-0.5	83	89	90	.	88
CCOC(=O)c1[nH]c2ccc(OC)cc2c1NC(=O)c1cccc(OC)c1	100	6	10	2	101	0.6	105	105	103	.	105
NNC(=O)COc1ccc(C(F)(F)F)cc1	103	7	10	2	95	0.4	99	97	98	17	95
CCN1CCN(c2ccc([N+](=O)[O-])c(Sc3nc4ccccc4[nH]3)c2)CC1	93	18	18	1	97	1.0	100	96	96	-1	97
CN(Cc1ccccc1)c1ncnc2c1cnn2-c1ccccc1	104	13	11	32	97	1.3	103	99	97	.	100
Cc1ccnc(SCC(=O)Nc2c(C)n(C)n(-c3ccccc3)c2=O)n1	100	-15	15	1	100	-0.3	101	97	98	6	102
Cc1ccc(C)c(N2CCN(c3ccc(N4C(=O)COCC4=O)cc3[N+](=O)[O-])CC2)c1	96	9	12	24	102	1.5	105	100	98	.	102
c1ccc(-c2nc(-c3ccco3)n3ccccc23)cc1	98	25	-2	-5	98	-4.8	97	99	95	-13	100
COC(=O)CCc1c(C)[nH]c(C(=O)OCc2ccccc2)c1C	101	9	32	0	102	0.0	104	103	102	.	104
O=C(CSc1n[nH]c(=O)[nH]c1=O)Nc1cccc(S(=O)(=O)N2CCOCC2)c1	103	-1	12	4	96	1.6	97	97	97	.	94
COc1ccc(/C=N/NC(=O)CSc2nnc(CCCc3ccc(OC)c(C)c3)o2)cc1	95	5	13	15	97	0.9	98	96	96	.	98
COc1ccc(-c2nc(=S)n3ccsc3n2)cc1OC	94	5	9	5	95	-0.8	96	94	95	7	95
O=C(Nc1ccc(F)cc1F)N1CCC(c2nc3ccccc3o2)CC1	101	8	7	4	99	1.3	104	100	97	.	98
COc1ccc(O)c(C(=O)c2cc(C#N)c(=O)n(-c3c(C)n(C)n(-c4ccccc4)c3=O)c2)c1	96	6	10	4	95	0.3	93	96	99	0	96
CCn1c(-c2cc(-c3ccc(C)c(C)c3)nc3ccccc23)n[nH]c1=S	91	-26	6	-5	91	-1.5	93	91	90	.	88
O=C(Nc1ccc(F)cc1)N1CCN(c2ccc(F)cc2)CC1	105	-21	5	9	98	-0.3	102	100	101	-33	100
COc1ccccc1CNC(=O)COC(=O)Cc1cccs1	105	-2	9	0	96	-0.4	98	97	99	2	97
Further compounds:
SMILES	Rab7 wt GTP bind	Mcl1 Noxa PPI	Avidin fluor	ABCG2 block	Rac1 mut GTP	ABCB1 block	Rac1 wt GTP bind	HRas wt GTP	Rab2A wt mod	Pf gamet viab	Cdc42 wt GTP
COc1cc(Cl)c(C)cc1NC(=O)CSc1cc(Cl)ccc1Cl	95	56*	13	-2	97	-0.5	98	96	96	-8	99
CC(C)(C)C(=O)NCCCc1nc2ccccc2n1CCCOc1ccc(Cl)cc1	95	3	7	15	98	3.4	100	99	98	.	96
CCN1CCN(c2nc(-c3ccncc3)nc3ccccc23)CC1	101	51*	10	6	101	1.3	106	102	102	.	103
C=CCn1cc(C(=O)NCCOC)c(=O)c2cc(S(=O)(=O)N(CC)CC)ccc21	100	22	38	5	98	0.1	98	100	98	-10	100
OC(COc1c(F)cc(Br)cc1F)CN1CCN(c2ccc(F)cc2)CC1 (stereo unspecified)	108	13	13	0	99	0.5	101	106	107	18	102
COc1ccc(NC(=O)C2CCCN(S(=O)(=O)c3ccc4c(c3)oc(=O)n4C)C2)cc1OC (stereo unspecified)	100	-14	7	3	97	1.1	98	99	99	.	99
CCOc1ccc(CCNC(=O)C(CCC(N)=O)NC(=O)OCc2ccccc2)cc1OCC (stereo unspecified)	104	14	11	10	98	1.4	99	98	98	-14	97
CC(C)(C)c1ccc(OCC(=O)N/N=C/c2cc(Br)ccc2OC(=O)c2ccco2)cc1	100	-4	11	2	98	0.2	98	101	100	.	98
CCOC(=O)Cc1ncccc1C(=O)Nc1ccc(Oc2ccccc2)cc1	102	-4	10	5	99	3.1	107	99	100	.	102

Only Rab2A wt mod and Rac1 mut GTP (2 entries from above):
| compound | Rab2A wt mod | Rac1 mut GTP |
| --- | --- | --- |
| COc1ccc(NC(=O)C2CCCN(S(=O)(=O)c3ccc4c(c3)oc(=O)n4C)C2)cc1OC (stereo unspecified) | 99 | 97 |
| OC(COc1c(F)cc(Br)cc1F)CN1CCN(c2ccc(F)cc2)CC1 (stereo unspecified) | 107 | 99 |

High-throughput results: PubChem BioAssay, several laboratories
